High-throughput results: PubChem, several laboratories
H9c2 protect: protects H9c2 cardiomyocytes from peroxide injury. H2O2 injury protection, ATPLite, 2 h. protection from H2O2 cell death, % at 20 µM. 0.63% of 360,000 active. AID 588492;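 active = compounds giving at least 50% protection of heart cells from peroxide-induced death in the single-dose screen, raw or plate-pattern-corrected value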;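 note: 0% = DMSO wells with peroxide and 100% = DMSO wells without peroxide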
ABCB6 inh 2: blocks the human ABCB6 transporter | 0.19% of 360,000 active | AID 602162 | fluorescence ratio to DMSO, % at 10 µM | Q9NP58 | K562-ABCB6 porphyrin accumulation, flow cytometry, 1 h; hits give low values;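 active = fluorescence ratio to DMSO below 75%, the collection mean minus 3 SD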;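 note: signal is porphyrin accumulated inside mitochondria; 100% equals median channel fluorescence of DMSO control wells; lower ratio means ABCB6 inhibition with less porphyrin fluorescence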
Vif imaging: HIV Vif inhibition; inhibition, % at 7.49 µM; HEK293T cells, Vif self-association by quenched fluorescence, imaging, 24 h; 0.35% of 340,000 active; in the data active = inhibition above about 50%, passing the limit was not always enough; note: some results filed as inactive read as strong as hits
aDG glyco up: alpha-DG glycosylation activation; Pro5-aDG cells, alpha-DG glycosylation AlphaScreen (IIH6); 0% Pro5, 100% B10-LARGE cell signal; activation, % at 10 µM; 0.22% of 360,000 active; AID 624168;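 active = activation of at least 8% versus controls, or a plate z-score of at least 8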;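 note: Pro5 are CHO cells carrying HIG-tagged alpha-DG that lacks glycosylation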
PDI turbidity: inhibitors of human protein disulfide isomerase; P07237; PDI insulin aggregation turbidity, A650, 90 min; inhibition, % at 10 µM; 0.052% of 350,000 active;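 active = mean inhibition across replicates of 30% or more, whatever share of single replicates reach that level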;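 note: absorbance from insulin aggregation driven by PDI reduction with DTT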
Target sequence (P07237 whole entry, looked up): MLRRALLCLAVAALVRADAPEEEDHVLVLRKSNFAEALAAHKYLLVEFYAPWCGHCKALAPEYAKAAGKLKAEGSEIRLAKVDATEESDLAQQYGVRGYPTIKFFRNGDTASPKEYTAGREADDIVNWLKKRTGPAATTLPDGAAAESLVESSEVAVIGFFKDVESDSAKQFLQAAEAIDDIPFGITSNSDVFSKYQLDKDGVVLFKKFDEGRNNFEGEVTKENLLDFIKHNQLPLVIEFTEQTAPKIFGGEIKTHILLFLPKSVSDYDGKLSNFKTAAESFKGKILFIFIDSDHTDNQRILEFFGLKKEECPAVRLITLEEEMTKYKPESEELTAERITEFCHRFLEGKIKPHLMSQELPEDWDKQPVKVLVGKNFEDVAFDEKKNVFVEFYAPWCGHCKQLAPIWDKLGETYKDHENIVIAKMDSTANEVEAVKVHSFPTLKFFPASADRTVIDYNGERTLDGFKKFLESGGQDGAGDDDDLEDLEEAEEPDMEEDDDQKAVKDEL
iPSC survival up: enhancers of human iPSC single-cell survival | survival enhancement, % at 20 µM | hiPSC single-cell survival, ATPlite luminescence; 100% = ROCK inhibitor wells, 0% = DMSO | AID 602274 | 0.044% of 360,000 active; in the data active = survival enhancement above about 18%;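 note: cells exposed to compounds for 16 hours before the ATP read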
Exocytosis inh: blocks lytic granule exocytosis; inhibition, % at 10 µM; 0.66% of 360,000 active; AID 651702; TALL-104 LAMP-1 surface exposure, flow cytometry; cells stimulated with thapsigargin and PMA;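 active = inhibition above about 55%, limit read from the data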
CaV13 FRET inh: Disruptors of the CACNA1D IQ motif to Ca2+-dependent inactivation inhibitor domain association, primary screening, Förster resonance energy transfer in intact living … | HEK cells, CFP/YFP FRET ICDI-IQ, plate reader, 10 min; percent FRET-ratio fall versus neutral wells | 0.098% of 340,000 active | inhibition, % at 12.3 µM;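 active = mean replicate inhibition of at least 30% and at least 1% of replicates passing that level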;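 note: 0% = median of the neutral control wells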
N-glyco inh: blocks N-linked glycosylation in D54 reporter cells; reporter increase, % at 12.5 µM; 0.23% of 360,000 active; D54 ERlucT glycosylation luciferase reporter, 24 h; percent of 100 nM tunicamycin response;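 active = mean luciferase reporter signal, scaled so untreated is 0 and the glycosylation-blocking control 100, at or above a set limit in every replicate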;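 note: luciferase carries N-glycosylation sites so blocking glycosylation raises the light; 0% = median of neutral control wells and 100% = median of 100 nM tunicamycin wells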
m5-HT2A agonist: activates the mouse 5-HT2A serotonin receptor; 0.66% of 360,000 active; CHO-K1 mHTR2A beta-arrestin complementation, luminescence; percent of 30 µM serotonin response; activation, % at 7.6 µM; P35363;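 active = activation above a run cutoff, the mean activation of all tested compounds plus 3 SD, cut at about 14% in these data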;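 note: 0% = plate median of compound wells and 100% = 30 µM serotonin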
Target sequence (P35363 whole entry, looked up): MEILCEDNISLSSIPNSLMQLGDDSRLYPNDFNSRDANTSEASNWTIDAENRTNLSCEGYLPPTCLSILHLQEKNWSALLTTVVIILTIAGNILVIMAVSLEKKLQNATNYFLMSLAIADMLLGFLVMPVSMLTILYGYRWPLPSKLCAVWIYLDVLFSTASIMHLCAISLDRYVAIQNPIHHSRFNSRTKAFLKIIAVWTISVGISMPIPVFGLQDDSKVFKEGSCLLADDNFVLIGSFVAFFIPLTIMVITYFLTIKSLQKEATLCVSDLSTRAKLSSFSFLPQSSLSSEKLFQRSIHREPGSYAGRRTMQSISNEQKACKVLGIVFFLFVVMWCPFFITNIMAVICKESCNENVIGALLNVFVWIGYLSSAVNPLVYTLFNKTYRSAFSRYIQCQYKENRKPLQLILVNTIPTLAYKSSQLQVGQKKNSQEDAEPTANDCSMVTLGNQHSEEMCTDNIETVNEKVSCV
* marks the source's active call; other numbers are inactive results; . = not tested or not shown.

SMILES	H9c2 protect	ABCB6 inh 2	Vif imaging	aDG glyco up	PDI turbidity	iPSC survival up	Exocytosis inh	CaV13 FRET inh	N-glyco inh	m5-HT2A agonist
O=C(COc1ccc(Br)cc1Cl)NC1CCN(Cc2ccccc2)CC1	-2	99	1	-0.1	8	-0.2	4	.	-4	-11
CCOC(=O)c1ccc(Nc2cnc3ccccc3n2)cc1	0	98	-4	-0.1	-6	-0.5	-1	-7	1	0
COc1ccc([N+](=O)[O-])cc1N(CC(O)CN(C)C)S(=O)(=O)c1ccccc1 (configuration not stated)	-2	100	-3	-0.1	5	-0.4	-8	-3	-2	-5
O=C(NC1CCCC1)c1ccc(CS(=O)(=O)c2cccc(C(F)(F)F)c2)o1	2	99	-5	-0.3	-7	-1.9	0	-6	-1	3
Cc1cccc(NS(=O)(=O)c2ccc(-n3cccn3)cc2)c1C	-12	105	-4	0.3	-2	-0.6	19	-7	-2	-6
CCCOc1ccc(C2C(=O)N(C3CCCCCC3)CC(=O)N2Cc2ccco2)cc1OC (configuration not stated)	-4	100	-4	0.0	3	-3.4	6	-5	3	-8
COc1ccc(N2C(=NC(=O)C3CCCCC3)SC3CS(=O)(=O)CC32)c(OC)c1 (configuration not stated)	1	92	10	-0.1	4	0.2	-4	-2	-2	-1
O=C(/C=C/c1ccco1)NCC1COc2ccccc2O1 (configuration not stated)	0	96	5	0.3	5	-0.6	-12	0	3	0
O=C(Nc1nccs1)c1cc(-c2ccco2)nc2ccccc12	3	94	-2	-0.2	0	1.4	1	-6	6	4
Cn1c(=O)cc(SCC(=O)NCc2ccc(F)cc2)c2ccccc21	9	105	11	0.3	5	1.6	0	-3	7	0
Cc1noc(C)c1COC(=O)CCN1c2ccccc2Sc2ccccc21	-4	93	-3	2.2	0	0.1	2	-6	-7	1
N/C(=N\OC(=O)CCC1CCCC1)c1ccc(Br)cc1	1	98	-3	0.1	16	-0.5	-1	-5	1	-1
COC(=O)C1CCN(C(=O)c2ccc(Cl)c(S(=O)(=O)NCc3cccnc3)c2)CC1	-3	90	8	-0.1	-2	-1.4	-3	-3	-2	0
COCCNC(=O)CN(c1ccc(OC)c(OC)c1)S(=O)(=O)c1ccc(C)cc1	4	95	13	-0.2	6	-2.8	-1	-2	2	2
CCOC(=O)C1(CCc2ccccc2)CCN(Cc2ccc(O)cc2)CC1	-15	93	8	2.1	20	2.4	2	2	1	-7
CC1(OC(=O)CCc2ccccc2)C(=O)C=C2C=C(c3ccc(C#N)cc3)N(CCc3c[nH]c4ccccc34)C=C2C1=O (configuration not stated)	8	97	2	-0.3	-7	0.3	1	-5	3	1
CNC(=O)N(C1=NCCCCC1)c1ccc(Br)cc1	0	102	1	-0.1	-44	2.0	2	-5	-3	-6
Cc1ccc(C(=O)Nc2ccc(Br)cc2)cc1S(=O)(=O)Nc1ccccn1	9	77	-3	0.0	0	0.3	-4	-6	0	0
COc1cccc2c1C(=O)c1ccc3ccccc3c1C2=O	-2	96	19	-0.3	-2	-2.6	61*	.	2	5
C/C(CC(=O)NCc1ccccc1Cl)=N/NC(=O)c1ccccn1	-5	92	34	-0.1	-68	0.3	18	-7	1	6
COc1ccc(C(=O)N=C2CCC(C#N)=C3c4cc(OC)c(OC)cc4CCN23)cc1	5	104	16	1.6	-5	0.0	0	-3	1	3
Cc1ccc(N2C(=O)[C@@H]3[C@H](C2=O)[C@H]2C=CC=NN2[C@@H]3C(=O)Nc2ccc(Cl)cc2)cc1	-7	92	10	-0.1	2	-3.1	0	-8	0	2
Cc1cc(NC(=O)CSCCO)no1	-1	97	8	-0.4	1	-1.4	2	-5	0	-2
CC1(C(=O)NS(=O)(=O)c2cccc(F)c2)CCN1C(=O)c1cccc2ccccc12 (configuration not stated)	-8	92	3	-0.1	-12	0.7	2	-5	4	6
COc1cc(NC(=O)c2ccc(CNc3c(N4CCOCC4)c(=O)c3=O)cc2)cc(OC)c1	10	98	.	-0.1	-7	1.0	-8	-5	3	1
O=C(NCc1cccc(C(F)(F)F)c1)c1ccc2c(c1)OCO2	5	96	-10	0.3	2	1.6	-2	-3	-1	0
Cc1ccc(S(=O)(=O)N2CCC3(CC2)OCCN3S(=O)(=O)c2cccs2)cc1	-6	103	-1	0.3	-4	3.5	6	-6	-1	-5
O=C1CC(NS(=O)(=O)c2cccs2)CN1c1ccc(F)cc1 (configuration not stated)	-1	102	-10	0.1	-11	-0.4	-4	-5	-1	-4
NNC(=O)c1ccc2nc(-c3ccc(Br)cc3)cn2c1	-15	97	9	0.2	-4	-0.4	1	-7	116*	3
O=S1(=O)N=C(N2CCN(c3ccc(F)cc3)CC2)c2ccccc21	6	106	4	-0.1	-3	-0.7	-3	-6	1	-1
CC(CCc1ccccc1)NC(=O)Cc1ccccc1 (configuration not stated)	1	98	-3	-0.3	-2	1.1	-1	-13	0	-1
CCN(CC)C(=O)CSc1nc(O)c(Cc2ccccc2)c(=O)n1-c1ccc(C)cc1	6	104	1	0.1	14	-0.2	25	-5	1	-4
COc1ccc(-c2csc(C(C)(O)c3ccccc3)n2)cn1 (configuration not stated)	1	100	5	-0.1	4	-4.1	13	-9	1	3
Cc1ccc2nc(Cl)c(/C=N/NC(=O)CN3CCOCC3)cc2c1	3	97	2	-0.1	5	0.8	-3	10	4	-2
Cc1ccc(CCn2c3c(c4ccccc42)CN(C)CC3)cn1	-4	97	5	-0.2	-4	0.9	-1	.	-1	-4
CCn1nnc(NC(=O)C(C)(c2ccccc2)c2ccccc2)n1	4	104	17	-0.3	-8	-0.5	1	3	-1	-1
COc1ccc(CCNC(=O)CSc2nnc(-c3ccc(F)cc3)o2)cc1OC	-1	103	-3	-0.3	3	0.9	-1	-9	2	7
CCCCCCCCCCCCN1[C@@H](CC(C)=O)c2cc(F)cc(F)c2S1(=O)=O	-18	100	-2	3.1	-3	-0.8	3	-10	-6	2
Clc1ccc(COc2ccccc2-c2ccnc3ncnn23)cc1	6	89	1	0.2	1	1.9	-1	-1	1	-5
O=C(CSc1nnc(-c2ccco2)o1)Nc1ccccc1Cl	2	91	-4	-0.5	-1	0.4	0	-6	1	0
CCCCN(C(=O)CSc1nnc(-c2ccccc2)o1)c1c(N)n(CCC)c(=O)[nH]c1=O	6	99	-5	-0.1	1	-0.2	-4	-2	0	9
CC(=O)c1cccc(NC(=O)CSc2nc(C3CC3)nc3ccccc23)c1	-2	96	0	0.7	6	-0.3	13	-4	0	4
CCOC(=O)C(=O)NNc1ccc(F)cc1	-6	94	3	0.0	2	0.1	6	-4	4	5
CCOC(=O)N(C)c1c(CC)nc2c(OCc3ccccc3C(=O)OC)cccn12	3	100	3	0.6	-5	-0.7	-14	-6	0	-3
CCCCc1ccc(NC(=O)CN2NS(=O)(=O)c3ccccc3C2=O)cc1	-8	106	2	0.0	0	-0.8	1	-4	-1	-7
O=C(NCc1cccnc1)Nc1ccccc1C(F)(F)F	-3	100	.	-0.1	1	1.1	2	-12	-1	3
Cc1ccc(S(=O)(=O)N(C)c2ccc(OCC(=O)NCc3ccco3)cc2)cc1	4	98	-15	-0.3	10	0.7	14	-4	-1	-5
CC1Cc2nc(SCC(=O)NC3CCCCC3)n(C)c(=O)c2S1 (configuration not stated)	2	100	15	0.2	-4	-0.7	-2	.	-1	4
COc1ccc(OCC(=O)N/N=C/C=C/c2ccccc2)cc1	-14	96	34	-0.3	-6	-3.5	-2	-15	0	-2
Cc1cc(SCC(=O)N/N=C/c2ccc(O)cc2O)c(C)cc1Br	12	89	0	0.4	8	-0.2	6	-6	-1	4
Cc1ccc2c(C)c(C(=O)N3CCN(Cc4ccc5c(c4)OCO5)CC3)oc2c1C	-1	98	-1	-0.2	0	0.3	3	-2	2	-12
Cc1cc(C)n(-c2ncccc2[N+](=O)[O-])n1	3	100	-5	-0.2	-5	2.6	-2	-2	1	0
CCc1nnc(NC(=O)c2ccc(Cl)c(S(=O)(=O)N3CCc4ccccc43)c2)s1	27	87	-6	-0.3	-9	2.2	2	-7	-1	0
Cc1ccc(S(=O)(=O)NC(C)(C)C)cc1C(=O)OCC(=O)N1CCCC1=O	-1	99	2	0.0	-4	0.7	-4	-6	3	7
Cc1ccc2nc(SCc3nnc(-c4ccccc4)o3)[nH]c2c1	6	95	17	3.7	-3	-2.0	-8	-6	-4	-5
CC(C)[C@H](NC(=O)C1CCN(C(=O)[C@H](Cc2ccccc2)NC(=O)OC(C)(C)C)CC1)C(=O)O	5	93	11	-0.2	8	-0.1	-5	-4	2	2
Clc1ccc(CNc2nc(CN3CCOCC3)nc3scc(-c4ccccc4)c23)cc1	34	95	1	1.8	13	3.8	31	-5	-8	-9
CCOc1ccccc1C1CC(=O)Nc2cc(OC)c(OC)c(OC)c21 (configuration not stated)	-10	207	.	-0.2	-7	-1.9	23	-3	4	-1
CCC(=O)Nc1nnc(S(=O)(=O)N2CCc3ccccc32)s1	-7	106	-11	0.4	-18	0.0	12	-7	-1	5
CC(C)N(CC(N)=O)c1ccc(S(=O)(=O)N2CCCC2)cn1	11	96	7	0.2	-9	7.4	0	-3	2	-9

Carrying on:
SMILES	H9c2 protect	ABCB6 inh 2	Vif imaging	aDG glyco up	PDI turbidity	iPSC survival up	Exocytosis inh	CaV13 FRET inh	N-glyco inh	m5-HT2A agonist
COCCCn1c(Cc2csc(Nc3ccccc3)n2)nnc1SCC(N)=O	6	99	4	1.0	-3	1.5	-3	-8	1	3
C[C@H](CO)N1C[C@H](C)[C@@H](CN(C)C(=O)Nc2ccccc2)Oc2c(NS(=O)(=O)c3ccccc3)cccc2C1=O	-1	97	.	0.2	1	-3.0	9	-8	-1	-2
Fc1ccc(/C=N/Nc2cc(N3CCOCC3)ncn2)cc1	3	94	5	-0.1	-8	-0.6	0	-5	4	2
FC(F)(F)c1nc2ccccc2nc1N/N=C/c1ccc(Cl)cc1	-15	101	10	0.0	-2	-3.0	-3	.	2	7
c1ccc(CSc2nnc(Cc3ccccc3)o2)cc1	-9	94	1	0.0	3	-0.3	-1	-6	-3	7
Cc1cc(NC(=O)CCC(=O)N(c2ccc(F)cc2)C(C(=O)NC2CCCC2)c2ccccc2)no1 (configuration not stated)	2	97	-4	0.1	-3	0.6	23	-2	-1	1
CCN(C(=O)COC(=O)/C=C/c1ccc(C)o1)c1c(N)n(Cc2ccccc2)c(=O)[nH]c1=O	-2	100	2	0.0	2	-0.5	12	-7	0	-3
Cc1ccccc1NC1=NC(C)(C)N=C(N)N1	10	92	-4	-0.2	0	-2.4	4	-5	-1	2
O=C(COc1ccc(Br)cc1)NC(=S)Nc1ccccc1N1CCOCC1	-2	101	-5	0.3	-3	-0.2	3	-6	2	-4

Reformatted: entries from further up
CCC(=O)Nc1nnc(S(=O)(=O)N2CCc3ccccc32)s1
  H9c2 protect = -7	ABCB6 inh 2 = 106	Vif imaging = -11	aDG glyco up = 0.4	PDI turbidity = -18	iPSC survival up = 0.0	Exocytosis inh = 12	CaV13 FRET inh = -7	N-glyco inh = -1	m5-HT2A agonist = 5

CC(C)N(CC(N)=O)c1ccc(S(=O)(=O)N2CCCC2)cn1
  H9c2 protect = 11	ABCB6 inh 2 = 96	Vif imaging = 7	aDG glyco up = 0.2	PDI turbidity = -9	iPSC survival up = 7.4	Exocytosis inh = 0	CaV13 FRET inh = -3	N-glyco inh = 2	m5-HT2A agonist = -9
